ERK EGF block – qHTS Assay for Inhibitors of the ERK Signaling Pathway using a Homogeneous Screening Assay; Stimulation with EGF | 130,000 tested, 0.41% active | HEK293-V1b, EGF-stimulated phospho-ERK AlphaScreen | AID 1454, 2008 | Potency, µM (series often up to 11.5 µM), for the others: top-dose activity change, negative = inhibition, hits mostly inhibitors; active = well fitted inhibition curve with a large enough effect; inconclusive = small, poorly fitted or top-dose-only effect, or effect the other way;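 also: plate controls were stimulated vehicle wells for no effect and unstimulated vehicle basal for full effect; nearly all actives have a fitted effect of over 55% in size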
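Homogeneous cell-based phospho-ERK assay: HEK293/V1b cells in 1% FBS, compound 30 min then EGF 5 min, AlphaScreen luminescence. Activity normalized between DMSO and 25 nM EGF controls; AC50 from Hill modelling.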
* marks the source's active call; other numbers are inactive results; ? = inconclusive; [ ] = another dose, or the depositor's remark. Potency is read from the fitted curve at half-maximal effect. Only part of the results is shown; rates above refer to the full screens.

A first look:
Molecule | ERK EGF block
C[C@@H](C(=O)NCc1nc2ccccc2[nH]1)[C@@H]1C[C@@]1(C)[C@@H](NC(=O)OCc1ccccc1)c1ccccc1 | 3.6%
COc1ccc(-c2cc(=O)oc3cc(OC(C)C(=O)O)ccc23)cc1 (configuration not stated) | 5.6%[57.5 µM]
O=C(O)C(O)Cc1c[nH]c2ccccc12 (configuration not stated) | -7.5%
CCCc1nnc(NC(=O)CCCC(=O)O)s1 | -3.9%
COC(=O)/C=C1\N/C(=N\c2nc(C)cc(C)n2)N(c2ccc(C)cc2)C1=O | 6.7%

The list itself, from the start:
Molecule | ERK EGF block
C[C@@H](C(=O)NCc1nc2ccccc2[nH]1)[C@@H]1C[C@@]1(C)[C@@H](NC(=O)OCc1ccccc1)c1ccccc1 | 3.6%
COc1ccc(-c2cc(=O)oc3cc(OC(C)C(=O)O)ccc23)cc1 (configuration not stated) | 5.6%[57.5 µM]
O=C(O)C(O)Cc1c[nH]c2ccccc12 (configuration not stated) | -7.5%
CCCc1nnc(NC(=O)CCCC(=O)O)s1 | -3.9%
COC(=O)/C=C1\N/C(=N\c2nc(C)cc(C)n2)N(c2ccc(C)cc2)C1=O | 6.7%
CCOC(=O)c1c(C)[nH]c(C(=O)COC(=O)C2=NNC(=O)CC2)c1C | -6.2%
O=C(N1CCCC1)C(F)(F)Oc1ccc(F)cc1 | -1.6%
COc1nc(OCC#N)nc(N2CCCCC2)n1 | -8.1%
Cc1oc2c(O)c(O)ccc2c(=O)c1-c1ccccc1 | -1.6%[57.5 µM]
Cc1cc(C)nc(NC(=O)c2ccc(Cl)c([N+](=O)[O-])c2)n1 | 1.3%[57.5 µM]
Cc1ccc(-c2nn3c(C)nnc3s2)cc1NC(=O)c1ccco1 | 2.0%[57.5 µM]
CCOC(=O)c1ccc(Nc2c(OCC)c(=O)c2=O)cc1 | 10.4%[57.5 µM]
Cc1cc(C)c(NC(=O)c2c[nH]c(=S)n2-c2ccc(F)cc2)c(C)c1 | 6.3%
CCn1cc(C(=O)N2CCN(c3ccccc3F)CC2)c(=O)c2ccc(C)nc21 | -2.3%[57.5 µM]
Cc1ccc(NC(=O)C2CCN(C(=O)c3ccccc3C)CC2)cc1 | 9.2%

Further entries follow:
Molecule | ERK EGF block
C=CCOn1c(=O)c(-c2ccccc2)[n+]([O-])c2ccccc21 | 4.1%
CN(CC(=O)Nc1ccccc1F)S(=O)(=O)c1ccc2c(c1)n(C)c(=O)c(=O)n2C | 2.6%[57.5 µM]
Cc1ccc(/C=C/C(=O)Nc2cc(S(=O)(=O)N3CCCCCC3)ccc2OCC(F)(F)F)o1 | 0.1%
O=C(NCc1ccccc1)c1ccc(Br)cc1Br | -6.7%
CC(NC(=S)Nc1ccc(OC(F)F)cc1)c1ccc(F)cc1 (configuration not stated) | 6.9%
COc1cc(C2CC(=O)Oc3c(C(CCN4CCN(c5ccccc5)CC4)c4ccc(N(C)C)cc4)c(OC)cc(OC)c32)cc(OC)c1OC (configuration not stated) | ?
Cc1cc(=O)n(CC(C)O)c(O)c1C#N (configuration not stated) | ?
Cn1c(CSc2ncccn2)nnc1SCC(=O)N1CCCCCC1 | -4.3%
O=C(COC(=O)c1ccc(Cl)nc1)c1ccc2c(c1)OCCO2 | 1.8%
CC(=O)N1CCc2cc(N=NC3=C(O)CCCC3=O)ccc21 | -2.7%
S=C1NC2=C(CCC/C2=C\c2ccccc2)C(c2ccccc2)N1 (configuration not stated) | 14.1%
Cc1ccc(C)c(C(C)NC(=O)CC#N)c1 (configuration not stated) | -1.0%
CCCc1cc2c(=O)c(-c3nc4ccccc4s3)c(COCC(=O)O)oc2cc1O | 3.0%
O=C(NNc1nc(=O)c2cccnc2s1)c1ccccc1O | -9.7%
CN(C)Cc1ccccc1Sc1ccc(O)cc1O | 4.7%

Continued.
Molecule | ERK EGF block
COc1ccc(C2/C(=C(/O)c3ccc(C)cc3)C(=O)C(=O)N2CC2CCCO2)cc1OC (configuration not stated) | -1.4%
COc1ccc(/C=C/C(=O)c2ccc[nH]2)c(OC)c1OC | 1.7%
CC1CN(C(=O)Nc2ccccc2)c2ccccc2-[n+]2ccsc21 (configuration not stated) | 3.2%
Cc1cc(C)c2c(NC(=S)NC(=O)c3ccccc3)nn(C)c2n1 | 9.4%
O=C(Nc1ncccc1Cl)c1ccc2c(c1)OCCO2 | 3.9%
COc1ccccc1/C=N/NC(=O)c1csc(C)c1C | 10.7%
Cc1cc(C)cc(C(=O)NC(CC(N)=O)c2ccc(NC3CCCCC3)c([N+](=O)[O-])c2)c1 (configuration not stated) | -14.9%[57.5 µM]
CCOC(=O)/C(C#N)=C/c1c(Oc2cccc(C)c2)nc2c(C)cccn2c1=O | -0.4%
COCc1nc(-c2ccc(-c3ccccc3)nc2OC)no1 | 2.8%
COc1ccc(C(=O)c2coc3c2C(=O)C(=O)c2ccccc2-3)cc1 | ?
CCCOc1ccc(C(=O)NCCC(=O)NCCCC(=O)O)cc1 | 9.2%[57.5 µM]
COCCCNCCCOc1ccc(Cl)cc1C(C)(C)C | ?
Cc1ccc(NC2CCCCC2NS(=O)(=O)c2ccc(Cl)cc2)cc1 (configuration not stated) | -13.9%
CC(=O)N1N=C(c2cccc([N+](=O)[O-])c2)OC1c1ccc(Br)cc1 (configuration not stated) | -0.1%[57.5 µM]
COc1cc(OC)c(NC2c3ccccc3C(=O)N2c2cc(C)ccn2)cc1Cl (configuration not stated) | -3.3%

Other results:
Molecule | ERK EGF block
Cc1nc(N2CCOCC2)nc(Oc2ccccc2)c1[N+](=O)[O-] | 0.5%[57.5 µM]
CCO/N=C(\N)c1[nH]ncc1Br | 5.4%[57.5 µM]
O=C(c1ccco1)N(Cc1ccc2c(c1)OCO2)Cc1cc2cc3c(cc2[nH]c1=O)OCO3 | -1.0%[57.5 µM]
CC(CS(=O)(=O)c1ccccc1[N+](=O)[O-])N1CCOCC1 (configuration not stated) | 1.6%
CN(Cc1ccccc1)C(=S)Nc1ccc2nc3n(c(=O)c2c1)CCCCC3 | -2.9%
CCCCN(C)Cc1c(C(=O)N2CCc3ccccc3C2)nc2ccc(Cl)cn12 | -16.3%
C#C[C@@]1(OC(C)=O)CC[C@@H]2[C@@H]3CCC4=C[C@@H](OC(C)=O)CC[C@H]4[C@H]3CC[C@]21C | ?
COCCCNC(=S)N(Cc1cccnc1)Cc1ccc(OC)c(OC)c1 | 8.4%
Cc1ccc(CNC(=S)Nc2cc(C)ccc2OC(F)F)cc1 | -2.9%
CN(C)C(=O)c1c(C(F)(F)F)nn(C)c1Cl | 2.7%
CC(C)[C@H](NC(N)=O)C(=O)Nc1cccc([N+](=O)[O-])c1 | 11.1%
C/C=C\C=C/C(=O)Nc1cccc(C2=NOC3(C2)C[C@@H](C(N)=O)N(C(=O)COc2ccc(Cl)cc2)C3)c1 (some centres not stated) | 4.4%[57.5 µM]
COc1cnn(-c2ccc(C)cc2)c(=O)c1Br | 2.6%
CC1(C)CC(O)C(C(O)c2cccc([N+](=O)[O-])c2)C(C)(C)N1 (configuration not stated) | -6.7%
CSc1nnc(CNC(=O)C23CC4CC(CC(C4)C2)C3)n1Cc1ccccc1 | -3.4%

(continued)
Molecule | ERK EGF block
N#CCCN(C(=O)CO/N=C/c1cccc([N+](=O)[O-])c1)c1ccccc1 | 0.5%
CCCCOc1ccc(C(NC(=O)OCC)NC(=O)OCC)cc1 | ?
COc1cc2nc(CN3CCC(Cc4ccccc4)CC3)[nH]c(=O)c2cc1OC | 1.0%
C=CCN1C=C/C(=C\C=C(C#N)C#N)c2ccccc21 | ?
O=C1CN(CC(=O)NC(=O)NCc2ccccc2)CCN1 | -13.1%
Cn1c(=O)c2c(n3cnnc13)-c1ccccc1CC21CCCC1 | 8.9%
C=C(C)C1CC=C(C)/C(=N\NC(=S)Nc2ccc(C)cc2)C1 (configuration not stated) | 6.4%
COC(=O)c1ccccc1NC(=O)CN1CCC(C)CC1 | -1.6%
CC(C)C(NC(=O)C1CCC(C(C)(C)C)CC1)C(=O)NCCCN1CCCCC1 (configuration not stated) | 8.2%
O=C(NN1C(=O)C2C3C=CC(C3)C2C1=O)c1cccc(Cl)c1 (configuration not stated) | -2.0%
Cc1csc(NC(=O)c2ccc(Cl)cc2[N+](=O)[O-])n1 | 0.8%
O=C1CCC/C(=N/NC(=O)c2sc3ccccc3c2Cl)C1 | -8.1%[57.5 µM]
Cn1c(SCc2nc3ccccc3c(=O)[nH]2)nc2ccccc21 | 5.8%
CC1(C)OC2CC3C4CCC5=CC(=O)CCC5(C)C4(F)C(O)CC3(C)[C@]2(C(=O)CCl)O1 (some centres not stated) | 8.0%
CN1C(=O)S/C(=C/c2cccn2-c2cccc(C(=O)O)c2)C1=O | -4.5%

Next records follow.
Molecule | ERK EGF block
O=C(COc1ncnc2ccccc12)N1CCN(c2ccccc2)CC1 | 3.5%
Cn1cc(C(=O)N/N=C/c2cc(Br)cs2)c2ccccc21 | -4.0%[57.5 µM]
CCc1ccc(NC(=O)c2cc(-c3cccs3)on2)cc1 | -4.9%
OCCC1CN(Cc2cccn2-c2cccnc2)CCN1Cc1ccccc1 (configuration not stated) | -17.4%
Cc1cc(C)cc(C(=O)NCC(=O)OCC(=O)N2CCCCC2)c1 | -3.1%
COCCCNC(=S)N1CCCN(c2nc3cc(C)c(C)cc3cc2C#N)CC1 | -2.4%
Cn1c2ccccc2c2cnn(CC(=O)Nc3ccccc3Br)c(=O)c21 | 10.7%[57.5 µM]
O=[N+]([O-])c1ccc(Nc2nc(N/N=C/c3cccc(F)c3)nc(N3CCCC3)n2)cc1 | -1.0%
CC1=NN(C(=O)c2cc(C)nn2C)C(O)(C(F)(F)F)C1 (configuration not stated) | 15.2%
CCOC(=O)c1c(-c2ccc(OC)cc2)csc1NC(=O)CCN1CCOCC1 | 7.0%
S=c1nc[nH]c2c1cnn2-c1ccccc1 | 4.8%[57.5 µM]
CC1(C)CC(=O)C2=C(C1)Nc1cc(C(=O)c3ccccc3)ccc1NC2c1ccccn1 (configuration not stated) | 3.0%
CCCC[C@H](CC)CN=C(N)NC(N)=NCCCCCCN=C(N)NC(N)=NC[C@@H](CC)CCCC | 5.4%[25.7 µM]
O=C(O)/C=C/c1cn(-c2ccccc2)nc1-c1ccc(-c2ccc([N+](=O)[O-])cc2)o1 | 13.5%[57.5 µM]
CCN(CC)c1ccc(CNc2nc3ccccc3n2CCN2CCCCC2)cc1 | ?

More results.
Molecule | ERK EGF block
Cc1ccc(-c2csc3nc(CSc4nnc(-c5ccc(Cl)cc5)n4C)[nH]c(=O)c23)cc1 | 2.4%
Cc1nn(C)c(C(=O)Nc2ccc(Cl)c([N+](=O)[O-])c2)c1Cl | -6.6%
Cc1nn(CC(=O)O)c(C)c1[N+](=O)[O-] | 1.3%
S=C(NNc1ccnc2cc(Cl)ccc12)Nc1ccc(Cl)cc1Cl | ?
CCSc1nnc(NC(=O)CSc2nnc(CNC(=O)c3ccc(OC)cc3)o2)s1 | 6.4%
O=C(/C=C/c1ccccc1)Nc1ccc2c(c1)OCCO2 | 20.7%
Cn1c(N)c(C(=O)COC(=O)CCOc2ccc(C(C)(C)C)cc2)c(=O)n(C)c1=O | -10.6%
CN(C(=O)Cn1cccc1C1=NC(c2ccccc2)CO1)c1ccccc1 (configuration not stated) | -2.0%
Cc1onc(-c2ccc(Cl)cc2)c1-c1ccnn1S(=O)(=O)c1cccc(C(F)(F)F)c1 | 5.1%[57.5 µM]
O=C(c1ccccc1F)N1CCCC(C(=O)N2CCc3ccccc3C2)C1 (configuration not stated) | 2.5%[57.5 µM]
O=C(Cn1nnc(-c2ccc(OCc3ccccc3F)cc2)n1)N1CCOCC1 | -0.3%
COc1ccc(CC(=O)NNc2ncnc3c2cnn3-c2ccc(C)cc2)cc1OC | 4.8%
CC(C)(C)Sc1ccc([N+](=O)[O-])cc1C(=O)Nc1ccncc1 | 1.4%[57.5 µM]
CC1=Nc2cc(C(=O)NCCCOC(C)C)ccc2Sc2ccc(C)cc21 | -1.8%
O=C(NC(=S)NCC1CCCO1)c1cccs1 (configuration not stated) | 0.7%

Next part
Molecule | ERK EGF block
CC1(OC(=O)C2CCCC2)C(=O)C=C2C=C(c3ccsc3)N(CCc3ccccn3)C=C2C1=O (configuration not stated) | 2.9%[57.5 µM]
[O-]/[N+](=C\C=C\c1ccccc1)c1ccccc1 | 0.7%[57.5 µM]
CCC(c1nnnn1C1CCCC1)N1CCN(Cc2ccccc2)CC1 (configuration not stated) | 0.7%
Cc1ccc(C)c(C(=O)COc2ncnc3ccccc23)c1 | 5.1%
Cc1nc(-c2nc(-c3c(C(=O)NNC(=O)Nc4cccc(Cl)c4)noc3C)cs2)cs1 | 0.3%[57.5 µM]
CCn1cc(CN2CCN(Cc3ccsc3)C(CCO)C2)cn1 (configuration not stated) | -5.0%
CCOC(=O)c1cccc(N2C(=O)Nc3ccccc3N2O)c1 | 5.8%
Cc1cc(/C=C2/C(=N)N3C(=NC2=O)SN=C3S(C)(=O)=O)c(C)n1-c1ccccc1 | -0.8%
COc1cc(/C=C/C(=O)OCC(=O)NC(=O)NC(C)(C)C)cc(OC)c1OC | -10.9%
C=CCn1c(O)c(N=NC(=S)Nc2cccc(C)c2)c2ccccc21 | -0.2%
Cc1ccc(C(=O)N/N=C/c2cccc(OC(=O)/C=C/c3ccco3)c2)cn1 | 16.7%
COc1ccc(CNC(=O)COC(=O)CCCOc2ccc(Cl)cc2Cl)cc1 | 35.2%
CSc1ncc(CN2CCc3c([nH]c4ccccc34)C2c2cccc(C)n2)cn1 (configuration not stated) | -13.3%[57.5 µM]

High-throughput results deposited in PubChem by National Center for Advancing Translational Sciences (NCATS).
